From PubChem BioAssay
All columns: NCI-60 one-dose screen, growth in % after 48 h at 10 µM unless noted; 100 = growth as untreated, 0 = no growth, -100 = all killed.
SR – SR leukemia cells | 73,000 tested, 8.7% active
MDA-MB-468 – MDA-MB-468 breast cancer. AID 2202374. 78,000 tested, 8.5% active
MDA-MB-231 – MDA-MB-231 breast cancer. 81,000 tested, 5% active
HS 578T – HS 578T breast cancer; 78,000 tested, 4.1% active
BT-549 – BT-549 breast cancer; AID 1794793; 78,000 tested, 4.4% active
K-562 – K-562 leukemia. 78,000 tested, 7.4% active
MCF7 – MCF7 breast cancer. 82,000 tested, 6.3% active
T-47D – T-47D breast cancer; 79,000 tested, 5% active; AID 1794792
The depositor's hits bear a star; · = no result given; & = joins results of further samples; ! = a repeat was not active; [ ] = remark or other dose. The calls were made as follows: active = growth percent below 10; inactive = the rest.

SMILES	SR	MDA-MB-468	MDA-MB-231	HS 578T	BT-549	K-562	MCF7	T-47D
Cc1ccc(-c2nc(/C=C3/C(=O)Nc4ccc(F)cc43)c3ccccn23)cc1	58	77	91	99	111	94	35	100
COc1ccc(C2=NN(/C=c3\s/c(=C(\C#N)C(=O)Nc4ccccc4)n(-c4ccccc4)c3=O)C(c3ccc(OC)cc3)C2)cc1 (configuration not stated)	112	92	90	91	100	95	92	100
N#CCC1(n2cc(-c3ncnc4[nH]ccc34)cn2)CN(C2CCN(C(=O)c3ccnc(C(F)(F)F)c3F)CC2)C1	72	104	105	·	101	86	90	92
COc1ccc(OC)c(-c2c(C#N)c(N)nc3c2c(N)nn3-c2ccccc2)c1	100	105	96	99	101	105	99	111
O=C(Cc1ccc(/C=C/C(=O)c2ncc[nH]2)cc1)NC1CCCCC1	28	62	88	86	82	·	30	70
CN(C)CC(=O)Nc1ccc(Cn2nnc3c2C(=O)c2nnn(Cc4ccc(NC(=O)CN(C)C)cc4)c2C3=O)cc1	·	-79*	-14*	7.7*	-90*	·	-62*	-52*
COc1ccc(C2=C(C#N)C3(C(=O)Nc4ccc(Cl)cc43)c3c(-c4ccc(Cl)cc4)nn(-c4ccccc4)c3N2)cc1 (configuration not stated)	42	61	54	58	61	23	26	36
O=C(CCCCCCCC(=O)OCCCC1CCCO1)OCCCC1CCCO1 (configuration not stated)	·	112	·	96	103	113	92	·
CCN(CC)CCC(CN=C(N)N)c1ccc(Cl)cc1 (configuration not stated)	83	92	105	90	84	100	94	·
O=C1C(c2c[nH]c3ccccc23)=C(c2coc3cc(Br)ccc23)C(=O)N1O	91	92	86	94	103	94	81	77
CC(=O)O[C@@H]1[C@@H](OC(C)=O)[C@H](OC(C)=O)CO[C@H]1Nc1cccc2ccccc12	·	104	89	96	89	·	·	87
COc1ccc(CCC(=O)N2CC(C)OC(C)C2)cc1OC1CCCC1 (configuration not stated)	109	110	110	108	98	114	96	·
O=[N+]([O-])c1ccc2[nH]c(=S)[nH]c(=S)c2c1	96	114	103	101	113	106	103	104
CCOC(=O)N1CCN(CCCCCCOc2ccc(C3CCCCC3)cc2)CC1	32	48	82	89	71	32	64	85
O=C1c2ccccc2C(=O)N1Cc1ccc([N+](=O)[O-])cc1	94	102	110	111	99	91	104	104
N#C/C(=C(\CCCO)NCCCCCC(=O)O)c1nc2ccccc2c(=O)[nH]1	98	·	104	113	113	94	104	112
O=C(NNC(=O)c1ccc(NC(=O)c2ccccn2)cc1)Nc1ccc2ccccc2c1	126	119	115	111	107	106	96	106
CCOC(=O)c1c2c(cn1S(=O)(=O)c1ccccc1)-c1nc(N)sc1CC2	74	15	66	78	74	73	66	56
CC(=O)c1cc(-c2ccc3ncnc(N4CCc5cc(F)c(Cl)cc54)c3c2)cnc1N	92	83	94	84	96	99	78	98
Oc1[nH]c2ccccc2c1N=Nc1nnc2n1N=C(c1ccccc1)CS2	77	104	89	72	73	78	72	64
CN(Cc1ccccc1)c1nc(Cl)c(C2CC(c3ccc4c(c3)OCO4)=NN2c2ccccc2)s1 (configuration not stated)	90	106	100	96	106	81	73	65
Cc1ccc(C)c(NC(c2ccc(OC(F)F)c(OCC3CC3)c2)c2nnnn2C2CCCCC2)c1 (configuration not stated)	109	83	88	96	114	88	83	78
Cc1cc(-c2cn(Cc3ccc4c(Br)cc(Br)c(O)c4n3)nn2)ccc1F	91	95	104	108	102	94	107	100
CC(C)=C(C)C1CC1CCNS(=O)(=O)c1ccc(C)cc1 (configuration not stated)	107	94	96	97	118	102	93	86
COc1cc2c(c(OC)c1OC)C1(NCC2)C(=O)Nc2c(Br)cc(Br)cc21 (configuration not stated)	86	106	73	82	106	106	89	93
O=C1Nc2cc(Cl)ccc2/C1=C/c1cccc(OCc2ccccc2)c1	·	12	·	-2.9*	-22*	5.6*	2.6*	15
COC(=O)C1(C2CCc3cc(OC)ccc3C2=O)NC(=S)NC(=O)C1C#N (configuration not stated)	94	108	103	106	116	101	95	102
Cc1ccccc1Oc1nc2sc3cc(Cl)c(Cl)cc3n2c(=N)c1C#N	39	102	91	99	103	81	78	77
O=C(Cl)c1cccc2c([N+](=O)[O-])cccc12	102	99	99	108	109	110	94	99
CC(O)(P(=O)(O)O)P(=O)(O)O	101	95	131	119	101	107	110	98
O=c1ssc2ccccc12	109	92	93	109	106	101	97	·
COc1cc(-c2nc(N3CCN(c4ccc(Cl)cc4)CC3)c3ccccc3n2)cc(OC)c1OC	112	97	86	89	91	126	92	84
COc1cc(N(C(C)=O)c2ccc(O)cc2)c2ncccc2c1	109&113	105&93	109&101	94&103	109&92	117&71	89&98	100&92
CCCCCCCCCCCCSC(=NC)NC	-24*	-9.6*!	-28*!	93&81	86&45	2.7*	-9.4*!	-7.7*!
NS(=O)(=O)c1ccc(Nc2nc(=S)nc(Nc3ccccc3)[nH]2)cc1	104	99	98	96	115	98	100	109
COc1ccc(-c2nnc(Nc3c(C)cccc3C)o2)cc1OC	128	103	94	102	94	124	99	98
CCOC(=O)c1nc(Nc2ccc(NC(=O)Nc3ccc(F)cc3)cc2)c2ccccc2n1	90	80	96	100	106	102	97	99
COc1ccc(NC(=O)C(=O)NO)c(OC)c1	84	89	93	87	76	102	77	65
O=C1/C(=C2/C=Nc3ccccc32)N(O)c2ccccc21	·	62	65	88	78	20	40	20
N#Cc1c(Nc2ccc(Br)cc2)n[nH]c1-c1cccs1	87	85	88	100	99	84	64	69

Gathered by group, the compounds so far containing a carbonyl joined to an NH by a bond outside any ring
SMILES	SR	MDA-MB-468	MDA-MB-231	HS 578T	BT-549	K-562	MCF7	T-47D
COc1ccc(C2=NN(/C=c3\s/c(=C(\C#N)C(=O)Nc4ccccc4)n(-c4ccccc4)c3=O)C(c3ccc(OC)cc3)C2)cc1 (configuration not stated)	112	92	90	91	100	95	92	100
O=C(Cc1ccc(/C=C/C(=O)c2ncc[nH]2)cc1)NC1CCCCC1	28	62	88	86	82	·	30	70
CN(C)CC(=O)Nc1ccc(Cn2nnc3c2C(=O)c2nnn(Cc4ccc(NC(=O)CN(C)C)cc4)c2C3=O)cc1	·	-79*	-14*	7.7*	-90*	·	-62*	-52*
O=C(NNC(=O)c1ccc(NC(=O)c2ccccn2)cc1)Nc1ccc2ccccc2c1	126	119	115	111	107	106	96	106
CCOC(=O)c1nc(Nc2ccc(NC(=O)Nc3ccc(F)cc3)cc2)c2ccccc2n1	90	80	96	100	106	102	97	99
COc1ccc(NC(=O)C(=O)NO)c(OC)c1	84	89	93	87	76	102	77	65

The list continues.
SMILES	SR	MDA-MB-468	MDA-MB-231	HS 578T	BT-549	K-562	MCF7	T-47D
CN1CCN(/C(=N\c2sc(-c3ccccc3)nc2-c2ccccc2)c2ccccc2)CC1	21	72	78	89	78	18	75	76
Cc1ccc(/C=C/C(=O)C(=O)/C=C/c2ccc(C)cc2)cc1	68	110	106	93	95	95	24	92
CC(C)Cc1ccc(C(C)c2nn3cc(-c4ccccc4)nc3s2)cc1 (configuration not stated)	101	99	92	94	92	99	102	91
Nc1nn(C(=O)Nc2ccc(Cc3ccccc3)cc2)c2ccc(Cl)cc12	72	72	60	92	56	3.9*	21	41
O=C(COc1ccc(/C=C2/C(=O)Nc3ccc(Cl)cc32)cc1)Nc1ccc(Br)cc1	-36*	38	-34*	-14*	-34*	2.9*	-27*	-22*
Cc1cc(Cl)ccc1Nc1nc(C(F)(F)F)ccc1C(=O)NCC(=O)N/N=C/c1c(Cl)cccc1Cl	42	105	62	·	85	50	56	52
COc1ccc2c(c1)C(C)Cc1c(ncn3c(-c4ccc(Cl)cc4)nnc13)N2C (configuration not stated)	·	118	97	92	118	111	99	94
CC(=O)CC(C)=NCCN=C(C)CC(C)=O	118	114	134	104	111	93	99	98
O=[N+]([O-])c1cc(-c2ccccc2)c(O)c([N+](=O)[O-])c1	80	71	71	84	52	69	77	83
CC1=CC(=O)C(C(C)=Nc2ccccc2[N+](=O)[O-])C(=O)O1 (configuration not stated)	139	100	112	105	97	120	99	112
CCOC(=O)c1ccc(NC(=S)NC(=O)c2cccc(NC(C)=O)c2)cc1	71[100 µM]	67[100 µM]	99[100 µM]	89[100 µM]	53[100 µM]	34[100 µM]	38[100 µM]	54[100 µM]
Cc1cccc(-n2c(SCC(=O)Nc3ccc(S(=O)(=O)Nc4nccs4)cc3)nc3ccccc3c2=O)c1	117	100	94	99	107	109	93	101
CCOC(=O)NNC(=S)Nc1ccccc1	110	98	115	103	103	113	100	113
CC(O)c1ncc(/C=C2\SC(=S)N(Cc3ccccc3)C2=O)s1 (configuration not stated)	82	66	94	109	93	88	80	42
CCOC(=O)c1c(C)nc2c(c1N)C(=O)C(=O)N2Cc1ccccc1C(F)(F)F	87	93	85	89	88	86	90	59
CS(=O)(=O)c1ccc(-n2cc(/C=N/O)c(-c3ccc(Cl)cc3)n2)cc1	108	104	94	119	106	120	95	106
C=C(C)[C@@H]1CC[C@]2(C)[C@H](CC=C3[C@@H]4CC(C)(C)CC[C@]4(C(=O)N4CCN(C)CC4)CC[C@]32C)[C@@]1(C)CCC#N	68	73	91	83	83	54	48	64
O=P(c1ccccc1)(c1ccccc1)C(O)c1ccncc1 (configuration not stated)	93	94	108	108	95	101	101	90
COc1ccc(Nc2nc(Nc3cc(C)[nH]n3)c3cc(OC)c(OC)cc3n2)cc1	0.9*[20 µM]	-70*[20 µM]	-94*[20 µM]	-63*[20 µM]	-88*[20 µM]	-11*[20 µM]	-71*[20 µM]	-52*[20 µM]
COc1ccc(-c2nc(NN)c3c(C)nn(-c4ccc(F)cc4)c3n2)cc1	28	26	53	25	47	18	26	39

Exported with values under each structure: 3 of the compounds above
Each structure is followed by: SR	MDA-MB-468	MDA-MB-231	HS 578T	BT-549	K-562	MCF7	T-47D
CCOC(=O)c1c(C)nc2c(c1N)C(=O)C(=O)N2Cc1ccccc1C(F)(F)F
→ 87	93	85	89	88	86	90	59
CS(=O)(=O)c1ccc(-n2cc(/C=N/O)c(-c3ccc(Cl)cc3)n2)cc1
→ 108	104	94	119	106	120	95	106
C=C(C)[C@@H]1CC[C@]2(C)[C@H](CC=C3[C@@H]4CC(C)(C)CC[C@]4(C(=O)N4CCN(C)CC4)CC[C@]32C)[C@@]1(C)CCC#N
→ 68	73	91	83	83	54	48	64

Continued.
SMILES	SR	MDA-MB-468	MDA-MB-231	HS 578T	BT-549	K-562	MCF7	T-47D
OCCNCCNc1c2ccccc2nc2cc(Cl)ccc12	29	48	65	96	95	64	51	63
Cc1c(OCC(=O)c2ccccc2)ccc2c1oc(=O)c1ccccc12	·	82	104	103	120	101	103	94
CCOC(=O)CNC(=O)c1ccccc1C(=O)O	93	123	101	97	93	105	96	98
Cc1ccc(S(=O)(=O)Nc2ccc(C(=O)/C=C/c3cccc(F)c3)cc2)cc1	81	92	96	93	90	76	44	82
O=C(CSc1nc2ccccc2c(=O)n1-c1ccc(S(=O)(=O)Nc2ccc(Cl)nn2)cc1)NCc1ccccc1	88	84	93	101	105	91	89	76
CC(C)CC(C)OB(OC(C)CC(C)C)OC(C)CC(C)C (configuration not stated)	·	114	96	117	110	·	103	107
Cc1[nH]c2c(C)cccc2c1C	97	100	87	100	107	102	80	93
CC(=O)C1=C(C)NC(NN)=NC1c1ccccc1 (configuration not stated)	104	102	89	95	·	104	97	108
CCCCCCCCCCOCCS	97	109	106	104	96	99	92	106
COc1ccc(-c2cc(-c3cn(-c4cccc(Cl)c4)nc3-c3ccc(OC)cc3)nc(N)n2)cc1	74	103	83	82	106	78	69	65
C=CCN1C=CC(=O)[C@H](O[Si](C)(C)C(C)(C)C)[C@@H]1/C=C/c1ccccc1	-26*[100 µM]	-73*[100 µM]	-68*[100 µM]	-24*[100 µM]	-62*[100 µM]	4.2*[100 µM]	-75*[100 µM]	-81*[100 µM]
Ic1ccc(-c2ccccc2)cc1	96	129	113	108	111	120	98	97
Cc1cc(CSc2ccccc2C(=O)N2CCN(CC(=O)Nc3ccccc3Cl)CC2)no1	86	102	86	96	95	94	96	89
CCCCCC(C)NCC(C)(C)O (configuration not stated)	104	109	110	115	101	96	98	118
CCOS(=O)(=O)c1ccc([N+](=O)[O-])cc1	88	119	106	108	111	99	103	101
O=C(CC1=CCCCC1)c1ccccc1	85	105	142	130	104	108	104	·
Cc1cc(Nc2ccc(C(=O)N3CCCC3)cc2)nc(NCCCNc2ccnc3cc(Cl)ccc23)n1	19	40	48	92	85	34	52	78
Clc1ccc(SCc2ccc(CSc3ccc(Cl)cc3)cc2)cc1	112	105	109	98	112	110	114	102
Oc1c(Cl)cc(Cl)cc1/C=N/c1nc(-c2ccc(Cl)cc2)cs1	101	91	80	82	98	106	95	89
CCc1ccc2c(c1)N(CCO)C1=C(C(=O)OC1)C2c1ccccc1 (configuration not stated)	64	104	103	125	88	49	92	96
COc1c(O)cc2oc3cc(O)c(CC=C(C)C)c(O)c3c(=O)c2c1C/C=C(\C)CCC=C(C)C	-18*	82	5.8*	·	99	27	22	77
O=C1CSC(c2cn(-c3ccccc3)nc2-c2ccc(Cl)c(Cl)c2)N1c1cccc(F)c1 (configuration not stated)	100	97	102	99	109	108	88	98
O=S1(=O)C[C@H](O)[C@H](O)CS1	96	·	105	107	105	94	103	102
O=C(Nc1ccc2c(c1)C(=O)c1ccccc1C2=O)C(=O)Nc1ccc2c(c1)C(=O)c1ccccc1C2=O	93	101	101	115	97	89	90	96
N#CCCN/N=C\c1ccc2c(c1)OCO2	75	107	93	96	103	82	91	89
CCOC(=O)[C@@]12CCCC=C1N1c3cc(Cl)ccc3-c3ccnn3[C@H]1CC2	75	80	81	106	110	76	91	97
O=C(O)CCSc1ccccc1[N+](=O)[O-]	90	91	105	88	92	100	89	103
Ic1ccc(Cn2cncc2-c2c[nH]c3ccccc23)cc1	80	71	66	69	74	57	76	54
c1cnc2c(c1)CCCC2	106	112	107	109	110	112	96	112
CCOC(=S)SCc1cc(=O)oc2ccc(Cl)cc12	17	94	109	115	82	38	69	74
O=c1oc2cc(N3CCOCC3)ccc2cc1-c1nc2ccccc2[nH]1	103	97	101	90	95	87	98	102
Oc1ccc2ccccc2c1CN(Cc1cc(Cl)cc(Cl)c1O)C1CCCCC1	99	96	111	103	111	97	101	102
Cc1ccc(Nc2nc(N)nc(CSCC(=O)N3CCCCC3)n2)cc1	122	115	114	81	97	104	94	108
